NRP1-CendR mod – modulators of CendR peptide binding to human neuropilin-1; O14786; FAM-RPARPAR peptide binding to NRP-1, fluorescence polarization; inhibition, % at 25 µM; hit rate 0.85% among 360,000; AID 602438;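 active = inhibition or corrected inhibition above about 18%, plus a signal ratio from 0.5 to 1.5, limit read from the data, passing the limit was not always enough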; note: strong numbers were not always called active
FAS-TE inh – inhibitors of human fatty acid synthase thioesterase domain. inhibition, % at 15 µM. recombinant FAS-TE, OMFH fluorogenic substrate, fluorescence endpoint. hit rate 0.67% among 360,000. P49327;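 active = compounds whose normalised, plate-corrected inhibition of enzyme fluorescence in the single-dose primary screen is 50% or more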;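 note: 0% = DMSO with enzyme and 100% = substrate without enzyme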
Rin1-Abl PPI inh – blocks binding of human Rin1 to Abl; P00519+Q13671; TR-FRET Rin1/Abl binding, biochemical; inhibition, % at 7.35 µM; hit rate 0.4% among 360,000; AID 588664; in the data active = inhibition above about 5%, passing the limit was not always enough
E coli Lon inh – inhibits E. coli Lon protease; P0A9M0; inhibition, % at 7.94 µM; hit rate 0.42% among 360,000; purified E. coli Lon protease, fluorescence polarization; in the data active = inhibition above about 13%, passing the limit was not always enough;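 note: 0% = enzyme with probe and DMSO and 100% = no enzyme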
Target sequence (P0A9M0 whole entry, looked up): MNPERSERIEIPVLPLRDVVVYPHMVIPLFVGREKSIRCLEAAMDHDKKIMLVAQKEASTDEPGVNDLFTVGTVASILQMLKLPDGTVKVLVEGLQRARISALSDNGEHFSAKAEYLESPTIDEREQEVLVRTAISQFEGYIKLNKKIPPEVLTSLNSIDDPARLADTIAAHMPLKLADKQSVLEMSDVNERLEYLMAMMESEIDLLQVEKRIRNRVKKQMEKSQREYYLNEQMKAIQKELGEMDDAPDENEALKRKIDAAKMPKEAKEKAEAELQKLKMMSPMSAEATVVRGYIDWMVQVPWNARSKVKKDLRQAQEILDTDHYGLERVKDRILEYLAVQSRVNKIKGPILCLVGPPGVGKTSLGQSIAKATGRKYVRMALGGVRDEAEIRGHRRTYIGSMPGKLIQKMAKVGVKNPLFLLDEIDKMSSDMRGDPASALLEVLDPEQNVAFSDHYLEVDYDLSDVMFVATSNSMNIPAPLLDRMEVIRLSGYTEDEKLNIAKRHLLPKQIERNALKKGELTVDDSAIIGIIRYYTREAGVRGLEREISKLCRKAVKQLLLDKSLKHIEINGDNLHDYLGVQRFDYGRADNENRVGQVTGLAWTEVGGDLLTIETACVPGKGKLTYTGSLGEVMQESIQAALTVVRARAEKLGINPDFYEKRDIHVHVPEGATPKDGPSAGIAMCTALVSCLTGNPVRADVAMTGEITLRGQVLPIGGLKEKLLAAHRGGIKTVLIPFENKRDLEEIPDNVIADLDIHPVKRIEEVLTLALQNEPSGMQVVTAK
MsrA inhibitor – inhibitors of bovine MsrA; purified bovine MsrA, absorbance read-out; inhibition, % at 15.5 µM; hit rate 0.75% among 360,000; in the data active = inhibition above about 4.5%;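 note: 0% = vehicle wells with enzyme and 100% = reference inhibitor wells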
bovine MsrA act – activators of bovine methionine sulfoxide reductase A; activation, % at 10.6 µM; purified bovine MsrA, absorbance read-out; AID 602163; hit rate 0.3% among 360,000; in the data active = activation above about 7.5%;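 note: 0% = vehicle and 100% = reference activator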
MT1-MMP act inh – MT1-MMP (human) activation inhibition | P50281 | HT1080 RFP-PRO-GFP cells, GFP/RFP ratio fluorescence, overnight; percent of plate control window, DMSO zero | GFP/RFP ratio change, % at 20 µM | hit rate 0.061% among 360,000 | AID 651647;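 active = GFP/RFP ratio change of at least 30% with cell ATP level not reduced by more than half and red fluorescence within 50% of control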; note: strong numbers were not always called active
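Assay system: HT1080 RFP-PRO-GFP cells | Dosing: 20 µM single dose, 1% DMSO | Incubation: Cells overnight before dosing, compound overnight, 37 °C, 5% CO2 | Evaluation: GFP/RFP fluorescence ratio | Control set: DMSO-only wells and HT1080 RFP-L50D-GFP cell wells as references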
Neddylation inh – inhibitors of human cullin neddylation; P61081+Q13564; TR-FRET cullin neddylation, biochemical; calls only at 25 µM; hit rate 0.58% among 360,000; in the data active = inhibition above about 36%
SKN-1 inh – inhibitors of C. elegans SKN-1; C. elegans VP596 Pgst-4::GFP/RFP ratio, acrylamide-induced, 24 h; inhibition, % at 21.8 µM; hit rate 0.49% among 360,000; AID 624304;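 active = interference check ratio from 0.5 to 1.5 plus GFP to RFP signal ratio inhibition reaching or exceeding a fixed threshold, cut at about 30% in these data, passing the limit was not always enough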; note: some compounds called inactive have numbers as strong as hits
* = called active by the depositor; i = inactive; / = not tested or not shown; + = active, no number.

Molecule,NRP1-CendR mod,FAS-TE inh,MT1-MMP act inh,Neddylation inh,E coli Lon inh,bovine MsrA act,MsrA inhibitor,SKN-1 inh,Rin1-Abl PPI inh
Cn1nc(C(F)(F)F)c(/C=N/OC(=O)c2ccccc2Cl)c1SCc1ccccc1Cl,2,26,-10,i,5,-5,0.6,2,-3
O=C(CCNC(=O)c1ccc(Cl)cc1)Nc1ccccc1N1CCCCC1,6,17,3,i,2,-1,1.9,4,2
C=CCn1c(CCNC(=O)c2ccc(Cl)c(Cl)c2)nnc1SCCOc1ccc(OC)cc1,26*,21,9,i,-7,0,/,-8,2
COc1ccc2[nH]c3c(=O)n(Cc4ccco4)cnc3c2c1,-15,-4,-5,/,-4,-6,0.6,-21,0
COc1ccc(C2C(C(=O)O)CCC(=O)N2c2ccc(C)cc2)cc1OC (configuration not stated),6,-9,-4,i,-5,-3,-0.7,7,-1
CS(=O)(=O)Nc1cccc(-c2cn3c(n2)SCC3)c1,2,-4,2,i,-2,-10,0.8,-17,-3
Cc1cccc(C)c1NC(=O)C(C1CC1)n1c(=O)c(-c2cc3ccccc3[nH]2)nc2ccccc21 (configuration not stated),-9,/,-2,/,/,/,2.2,15,/
COc1ccc(N2CCc3c(C)nc(SC)nc32)cc1,1,10,-1,i,-11,-1,2.2,4,2
COCc1nnc(NC(=O)C23CC4CC(CC(C4)C2)C3)s1,0,3,-3,i,-22,-4,-0.2,-10,1
CC(C)(C)c1cc(=O)[nH]c(SCc2ccccc2Cl)n1,-4,10,-3,i,-3,-1,-0.9,7,-1
COc1cc(/C=C/C(=O)OCC(=O)c2c[nH]c3ccccc23)ccc1OC(F)F,8,-1,-2,i,-7,-3,-0.3,10,2
CCn1c(SCC(=O)NCc2cccs2)nnc1-c1ccncc1,0,-6,5,i,5,-3,0.1,6,-1
C[C@H]1CN([C@@H](C)CO)C(=O)CCCn2nncc2CO[C@@H]1CN(C)C(=O)Nc1cccc2ccccc12,-1,-4,13,i,-3,-2,1.1,10,-4
O=C(CC(=O)N/N=C\c1cccc(Cl)c1Cl)NCc1ccccc1,5,-7,5,i,-17,-3,-0.7,-2,0
CCn1c(/C=C/N(C(C)=O)c2ccccc2)[n+](CCCS(=O)(=O)[O-])c2cc(Cl)c(Cl)cc21,-4,-2,0,i,-5,-6,4.6*,6,-1
CCCCOCCCNC(=O)C[C@@H]1C[C@@]2(C(=O)OC)CC(C)(C)CC=C2N(Cc2ccco2)C1=O,8,/,-2,i,/,/,-0.2,1,/
Cn1c(SCc2ccccc2F)nc2ccccc2c1=O,3,23,1,i,5,0,-0.6,6,-1
COc1ccc(N/C=C\C(=O)c2ccc3c(c2)OCO3)cc1,-12,4,-3,i,5,-1,1.9,-5,0
N#C/C(=C\c1ccc(OCc2ccc(Br)cc2)cc1)C(=O)Nc1cccc(C(=O)O)c1,-21,48,1,i,6,-3,1.2,3,3
COC(=O)C[C@@H]1CC[C@H](NC(=O)c2ccccc2)[C@@H](CO)O1,-1,/,1,i,/,/,-0.9,0,/
Cc1cc(C)cc(Cn2cc(CN3CC(N4CCCC4)CS3(=O)=O)nn2)c1 (configuration not stated),-12,-13,1,i,7,-2,1.0,2,/
O=C(O)CC(Cc1ccc(Cl)cc1)C(=O)Nc1ccccc1 (configuration not stated),4,-3,-1,i,-4,2,-0.3,1,1
CCCCNc1ccc(C(CC(N)=O)NC(=O)c2ccccc2)cc1[N+](=O)[O-] (configuration not stated),-29,-2,17,i,-2,-4,1.6,11,-4
COc1ccc(-c2cccc(NC(=O)c3cccs3)c2)nn1,-6,-2,0,i,-5,1,0.3,17,1
CCOc1cc(C(=O)N2CCN(c3ccccn3)CC2)cc(OCC)c1OCC,-2,-3,-3,i,2,-3,0.5,-2,-2
O=C(CCn1c(=S)oc2ccccc21)NC1CCCCC1,4,-3,2,i,4,-1,1.2,-2,-1
O=C(NCC(c1ccco1)N1CCc2ccccc21)c1ccccc1Br (configuration not stated),0,12,-6,i,1,-2,-0.4,3,-4
CN(C)CCNc1ncnc2c1ncn2[C@H]1CN(Cc2ccccc2)C[C@@H](CO)O1,-10,-1,1,i,-1,1,0.5,-2,1
COc1ccc(NC(=O)CN(C)S(=O)(=O)c2cccc3nsnc23)cc1,1,0,1,i,1,-4,1.0,2,2
N#CC(C#N)=C1C=CC=CN1/C(=C\c1ccccc1Cl)C(=O)c1ccccc1,8,22,-24,/,13,-7,2.5,7,1
CN(C)CCN(C(=O)c1ccc2ccccc2c1)c1nc2cc3c(cc2s1)OCCO3,-1,22,0,i,1,-1,1.7,-8,0
CCCCN(CC)C(=O)c1cc2c(=O)n3cccc(C)c3nc2s1,6,8,-1,+,0,10*,0.8,10,-3
Cc1ccc(S(=O)(=O)N2CCC(NC(=O)C3CCCCC3)CC2)cc1,-1,-2,1,i,-2,-1,-0.7,-5,0
CCOC(=O)C(CO)NC(=O)C1(NC(C)=O)CCCC1 (configuration not stated),-12,-5,0,i,-7,-1,-0.8,6,1
Cc1ncc(CO)c2cc(-c3nnc(Nc4ccc5c(c4)OCO5)s3)c(=O)oc12,-2,2,-6,i,0,0,0.2,-10,-8
COC(=O)c1ccc(CSc2ccc3nnc(-c4ccc(OC)c(OC)c4)n3n2)o1,8,7,-3,i,-1,-4,1.4,14,-6
COc1ccc(C2c3c(-c4ccccc4)n[nH]c3C(=O)N2c2ccc(C(=O)O)cc2)cc1 (configuration not stated),-8,-5,1,i,-6,-7,1.7,-2,-1
Cc1cccn2c(=O)c3cc(C(=O)NCc4cccnc4)c(=N)n(C(C)C)c3nc12,0,-9,-4,i,0,-12,1.0,7,-2
O=[N+]([O-])c1cc(S(=O)(=O)N2CCCC2)ccc1OCCOc1ccccc1,7,-98,6,i,-19,-1,1.4,19,-2
Nc1ncnc2c1ncn2[C@@H]1O[C@H](C(=O)N2CCC(F)(F)CC2)[C@@H](O)[C@H]1O,1,-8,-2,i,6,1,-0.7,15,2

Three compounds drawn at random from those above:
Molecule,NRP1-CendR mod,FAS-TE inh,MT1-MMP act inh,Neddylation inh,E coli Lon inh,bovine MsrA act,MsrA inhibitor,SKN-1 inh,Rin1-Abl PPI inh
COc1ccc(C2c3c(-c4ccccc4)n[nH]c3C(=O)N2c2ccc(C(=O)O)cc2)cc1 (configuration not stated),-8,-5,1,i,-6,-7,1.7,-2,-1
CN(C)CCNc1ncnc2c1ncn2[C@H]1CN(Cc2ccccc2)C[C@@H](CO)O1,-10,-1,1,i,-1,1,0.5,-2,1
Cc1cccn2c(=O)c3cc(C(=O)NCc4cccnc4)c(=N)n(C(C)C)c3nc12,0,-9,-4,i,0,-12,1.0,7,-2

The results go on:
Molecule,NRP1-CendR mod,FAS-TE inh,MT1-MMP act inh,Neddylation inh,E coli Lon inh,bovine MsrA act,MsrA inhibitor,SKN-1 inh,Rin1-Abl PPI inh
O=C(NCCCNC(=O)c1cnccn1)c1ccc(Cl)c(Cl)c1,-3,-2,2,i,6,0,-0.6,3,1
S=C(NCCc1ccccn1)Nc1ccccc1,11,-5,16,i,4,-1,-0.9,-5,4
N#Cc1ccc2c(c1)nnn2-c1ccccc1,-16,3,2,i,-7,1,-0.2,10,-1
O=C(COc1ccccc1/C=C1\SC(=O)NC1=O)Nc1ccccc1,-31,2,2,i,-5,-8,0.8,5,2
C=CCN1C(=O)C(CC(=O)O)SC1=Nc1c(C)n(C)n(-c2ccccc2)c1=O (configuration not stated),-12,-7,1,i,1,-2,0.8,-10,-5
CCc1c(C)nc(N)nc1Cl,3,-4,2,i,-10,-3,-0.7,7,-1
O=C(O)Cn1cnc2scc(-c3ccccc3)c2c1=O,1,-3,-1,i,-2,0,0.4,3,-3
CCC(Sc1nc(N)c(NC(=O)c2ccc(OC)c(OC)c2)c(=O)[nH]1)C(=O)OC (configuration not stated),2,0,1,i,2,-1,1.1,11,-5
Cc1c(Cl)cccc1N(CC(=O)N1CCCCCC1)S(C)(=O)=O,-4,-6,2,i,-1,-1,-0.3,5,1
O=C(O)CCc1[nH]c2ccccc2c1Sc1ccccc1,0,1,2,i,-2,-2,0.1,7,3
O=CNCCCc1nc2ccccc2n1CCc1ccccc1,0,-6,-1,i,18*,-2,0.0,32,2
COc1ccc(OC)c(C(c2nnnn2C2CCCC2)N2CCN(c3ccccc3)CC2)c1 (configuration not stated),10,6,0,i,-11,-5,-0.8,-21,3
COC(=O)Cc1c(C)c2ccc(OC(C)C)cc2oc1=O,13,-8,0,/,1,-2,1.9,12,4
COc1ccc(NC(=O)N2CCc3ccccc3C2)cc1OC,8,-4,3,i,-1,-2,0.0,-4,-2
COc1ccc(COC(=O)C2=C(C)NC(=O)NC2c2cc(OC)ccc2OC)cc1 (configuration not stated),2,0,4,i,-6,-2,0.9,10,3
O=C(NC1=NCCS1)c1ccc(Cl)c(Cl)c1,-10,2,5,i,2,-9,-0.6,-20,1
CC(C)(C)Nc1nc(-c2ccccn2)nc2ccccc12,18,-9,2,i,-2,-3,1.3,19,-1
CCCCC1CC(/C(C)=N/NC(N)=O)OC1=O (configuration not stated),5,-6,-3,i,-6,-8,0.6,-10,0
O=C(/C=C/c1ccccc1)N/C(=C/c1ccccc1)C(=O)Nc1ccc(C(=O)O)cc1,-12,-2,1,i,0,-5,2.4,-2,0
O=[N+]([O-])c1ccc(COc2cccc(CNc3ccc(Br)cc3)c2)cc1,-6,40,-3,i,10,-4,1.4,7,1
Cc1cc2nc(-c3ccc(=O)[nH]c3)n(Cc3ccccc3)c2cc1C,-1,3,13,i,2,-3,-0.4,2,-3
CC1Cc2ccccc2N1CC(=O)NC(=O)NCc1ccco1 (configuration not stated),-19,2,16,i,7,-3,0.0,12,-1
COC(=O)c1ccc(COc2ccccc2/C=N/NS(=O)(=O)c2ccccc2)cc1,-6,24,-4,i,-3,-5,0.5,11,-4
C/C(=N\N)c1c(-c2ccccc2)c2cc(Br)ccc2[nH]c1=O,-10,-5,0,i,-3,-8,/,13,5
C[C@]12C(=O)N(c3ccc(C(F)(F)F)cc3)C(=O)N1[C@H]1c3ccccc3OC[C@@H]1[C@H]2c1ccccc1,6,82*,1,i,-1,-14,-0.8,-16,4

Compound activity deposited in PubChem BioAssay by several laboratories.

Not a hit list; overall some 4.2% were active at least once.
